Screening data: PubChem, several laboratories
MT1-MMP act inh: MT1-MMP (human) activation inhibition; HT1080 RFP-PRO-GFP cells, GFP/RFP ratio fluorescence, overnight; percent of plate control window, DMSO zero; GFP/RFP ratio change, % at 20 µM; 360,000 compounds, 0.061% hits; AID 651647;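 active = GFP/RFP ratio change of at least 30% with cell ATP level not reduced by more than half and red fluorescence within 50% of control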; note: strong numbers were not always called active
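Assay system: HT1080 cells carrying an RFP-PRO-GFP reporter | Dosing: Single dose of 20 µM compound, 1% DMSO final | Incubation: Cells overnight before dosing, compound overnight, 37 °C, 5% CO2 | Evaluation: GFP/RFP fluorescence ratio | Control set: DMSO and RFP-L50D-GFP cell wells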
PABP1 MLLE inh: inhibitors of microRNA-mediated deadenylation, human PABP1 MLLE binding. P11940. GST-MLLE / FITC-PAM2 fluorescence polarization. inhibition, % at 20 µM. 360,000 compounds, 0.36% hits. AID 588489; in the data active = inhibition above about 35%, passing the limit was not always enough;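 note: plate controls were DMSO wells with GST-MLLE for no effect and wells lacking GST-MLLE protein for full effect; some results filed as inactive read as strong as hits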
MsrA inh: inhibits bovine methionine sulfoxide reductase A. purified bovine MsrA, absorbance read-out. inhibition, % at 15.5 µM. 360,000 compounds, 0.75% hits; in the data active = inhibition above about 4.5%;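 note: 0% = vehicle wells with enzyme and 100% = reference inhibitor wells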
FAS TE block: FAS thioesterase (human) inhibition; recombinant FAS-TE, OMFH fluorogenic substrate, fluorescence endpoint; inhibition, % at 15 µM; 360,000 compounds, 0.67% hits; AID 602261;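 active = compounds whose normalised, plate-corrected inhibition of enzyme fluorescence in the single-dose primary screen is 50% or more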;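 note: 0% = DMSO with enzyme and 100% = substrate without enzyme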
MsrA act: bovine methionine sulfoxide reductase A activation. 360,000 compounds, 0.3% hits. activation, % at 10.6 µM. purified bovine MsrA, absorbance read-out. AID 602163; in the data active = activation above about 7.5%;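 note: 0% = vehicle and 100% = reference activator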
eLon inh: inhibits E. coli Lon protease; inhibition, % at 7.94 µM; 360,000 compounds, 0.42% hits; purified E. coli Lon protease, fluorescence polarization; AID 602123; in the data active = inhibition above about 13%, passing the limit was not always enough;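 note: 0% = enzyme with probe and DMSO and 100% = no enzyme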
CendR NRP1 mod: modulators of CendR peptide binding to human neuropilin-1 | 360,000 compounds, 0.85% hits | FAM-RPARPAR peptide binding to NRP-1, fluorescence polarization | inhibition, % at 25 µM | O14786;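 active = inhibition or corrected inhibition above about 18%, plus a signal ratio from 0.5 to 1.5, limit read from the data, passing the limit was not always enough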; note: strong numbers were not always called active
Target sequence (O14786 whole entry, looked up): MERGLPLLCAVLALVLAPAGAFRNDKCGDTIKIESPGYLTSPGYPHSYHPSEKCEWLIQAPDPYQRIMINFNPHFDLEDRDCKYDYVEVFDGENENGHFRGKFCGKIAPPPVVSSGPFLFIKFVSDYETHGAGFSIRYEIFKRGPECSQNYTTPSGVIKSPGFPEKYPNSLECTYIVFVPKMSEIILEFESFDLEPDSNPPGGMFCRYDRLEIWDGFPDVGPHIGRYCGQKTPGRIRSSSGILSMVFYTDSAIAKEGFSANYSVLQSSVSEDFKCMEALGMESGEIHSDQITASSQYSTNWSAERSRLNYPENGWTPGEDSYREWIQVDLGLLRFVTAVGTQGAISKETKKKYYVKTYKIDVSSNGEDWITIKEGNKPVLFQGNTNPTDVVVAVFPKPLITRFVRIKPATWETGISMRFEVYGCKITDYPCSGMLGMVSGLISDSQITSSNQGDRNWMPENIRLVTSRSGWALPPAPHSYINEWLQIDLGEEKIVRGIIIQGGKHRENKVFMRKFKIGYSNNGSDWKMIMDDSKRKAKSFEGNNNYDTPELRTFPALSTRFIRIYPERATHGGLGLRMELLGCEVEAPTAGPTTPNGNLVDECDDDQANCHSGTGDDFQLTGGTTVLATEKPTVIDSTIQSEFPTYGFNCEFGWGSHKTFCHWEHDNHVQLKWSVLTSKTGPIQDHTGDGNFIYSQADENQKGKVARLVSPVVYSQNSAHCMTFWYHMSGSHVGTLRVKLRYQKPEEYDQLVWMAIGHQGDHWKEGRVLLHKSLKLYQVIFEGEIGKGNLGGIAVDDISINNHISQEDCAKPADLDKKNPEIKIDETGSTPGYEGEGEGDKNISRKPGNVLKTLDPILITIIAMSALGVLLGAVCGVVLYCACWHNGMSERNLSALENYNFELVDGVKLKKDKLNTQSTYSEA
SKN-1 block: blocks SKN-1 activity in C. elegans. inhibition, % at 21.8 µM. AID 624304. C. elegans VP596 Pgst-4::GFP/RFP ratio, acrylamide-induced, 24 h. 360,000 compounds, 0.49% hits;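 active = interference check ratio from 0.5 to 1.5 plus GFP to RFP signal ratio inhibition reaching or exceeding a fixed threshold, cut at about 30% in these data, passing the limit was not always enough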; note: some compounds called inactive have numbers as strong as hits
TbMetRS inhib: blocks T. brucei methionyl-tRNA synthetase activity. purified T. brucei MetRS, ATP depletion, Kinase-Glo luminescence. inhibition, % at 11.9 µM. 360,000 compounds, 0.4% hits. AID 624268;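 active = inhibition above a per-plate cutoff of the control wells' mean inhibition plus 3 SD, cut at about 5.5% in these data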;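 note: 0% = DMSO wells median and 100% = median of wells with control inhibitor compound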
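Dosing: 11.9 µM compound single dose, 0.9% DMSO; Assay system: purified T. brucei MetRS enzyme; Measured by: Kinase-Glo luciferase luminescence reporting remaining unconsumed ATP; Schedule: 15 min plus 2 h at 25 °C.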
* = called active by the depositor; · = not tested or not shown.

Structure	MT1-MMP act inh	PABP1 MLLE inh	MsrA inh	FAS TE block	MsrA act	eLon inh	CendR NRP1 mod	SKN-1 block	TbMetRS inhib
COc1cc(OC)cc(-c2cc3ccccc3c(=O)o2)c1	1	23	1.7	8	-1	-6	2	-1	-0.3
Cc1ccc(S(=O)(=O)Nc2cc(C)c(O)c(S(=O)(=O)c3ccc(C)cc3)c2)cc1	1	2	2.7	6	-1	0	17	3	1.8
CNS(=O)(=O)c1cccc(C(=O)OCCCOC(=O)c2cccc(S(=O)(=O)NC)c2)c1	0	2	-0.1	-2	-2	-2	0	-8	-0.1
COc1ccc(OC)c(N/C(C)=C/C(=O)c2ccc(C)o2)c1	-1	11	-0.1	-6	-1	-4	-6	-14	-0.5
CCCOc1ccc(CN(C)c2ncnc(N)n2)cc1	4	9	-1.0	-2	-6	-6	1	2	-0.5
COc1ccccc1NC(=O)CSc1nnc(-c2ccoc2C)o1	-3	12	0.4	1	-1	-13	4	8	0.5
CC(=O)c1ccc(NC(=O)C(C)OC(=O)C2CC(=O)N(c3ccc4c(c3)OCCO4)C2)cc1 (stereo not given)	-3	5	-1.5	1	-5	-2	8	15	-0.3
O=C1CC(N2CCN(c3ccccc3)CC2)C(=O)N1Cc1ccc(Cl)cc1 (stereo not given)	0	3	1.8	18	-2	-8	-1	9	0.2
CCOC(=O)c1ccc(NC(=O)c2cc(F)c(F)cc2Cl)cc1	3	-1	1.4	7	8.7*	-5	6	-2	-0.1
CC(C)(C)N1C(=O)c2ccc(C(=O)NCc3ccco3)cc2C1=O	-1	6	-0.7	-1	-8	-10	-10	-10	-0.5
O=C(C[n+]1cc(-c2ccccc2)n2c1CCCCC2)c1ccc(Br)cc1	-5	7	0.3	-2	-7	1	10	-17	-0.7
COc1cc2c(c(OC)c1OC)C(c1ccc(C)cc1)CC(=O)O2 (stereo not given)	6	4	-0.3	5	2	-6	-9	-3	0.5

Three compounds out of the list, ordered by molar mass, ascending.
Structure	MT1-MMP act inh	PABP1 MLLE inh	MsrA inh	FAS TE block	MsrA act	eLon inh	CendR NRP1 mod	SKN-1 block	TbMetRS inhib
CCOC(=O)c1ccc(NC(=O)c2cc(F)c(F)cc2Cl)cc1	3	-1	1.4	7	8.7*	-5	6	-2	-0.1
COc1ccccc1NC(=O)CSc1nnc(-c2ccoc2C)o1	-3	12	0.4	1	-1	-13	4	8	0.5
CNS(=O)(=O)c1cccc(C(=O)OCCCOC(=O)c2cccc(S(=O)(=O)NC)c2)c1	0	2	-0.1	-2	-2	-2	0	-8	-0.1

Further entries follow.
Structure	MT1-MMP act inh	PABP1 MLLE inh	MsrA inh	FAS TE block	MsrA act	eLon inh	CendR NRP1 mod	SKN-1 block	TbMetRS inhib
COC(=O)COc1c(Cl)cc(Cl)c2ccc(C)nc12	1	8	0.6	-2	-4	-4	3	2	0.3
CCOC(=O)Cc1nnc2c(Nc3ccccc3F)nc3nonc3n12	-7	4	1.5	-6	0	2	-3	-15	-0.2
COc1ccc(O)c(CN2CCC(n3nccc3NC(=O)C3CCCC3)CC2)c1	3	1	-1.5	-12	2	-6	-1	6	-0.3
CCOCC(=O)Nc1ccccc1C(=O)N1CCOCC1	0	0	-0.7	-10	-5	-13	-1	11	-0.8
COc1ccccc1CNC(=O)CSc1nnc2c(n1)[nH]c1ccc(F)cc12	0	-14	1.1	-9	-2	-7	-8	4	1.1
O=C(NNC(=O)c1cc(Cl)ccc1O)c1ccc(NS(=O)(=O)c2cccs2)cc1	7	4	2.2	7	-1	6	-29	18	0.3
O=C1OC[C@@H]2CCCN2C(=O)[C@@H](CC(=O)N(CCO)Cc2ccccc2)C/C=C\C[C@H]1Cc1ccc(F)cc1	-1	15	-0.4	1	-5	-3	2	-11	0.5
O=C(CNC(=O)c1ccc(Oc2ccccc2)cc1)OC1CCCCC1=O (stereo not given)	1	-10	1.0	-2	1	-1	-11	-4	-0.5
C[N+](C)(C)CCC(=O)N1C/C(=C/c2ccccc2)C(=O)/C(=C\c2ccccc2)C1	12	-10	3.7	-8	-3	-13	0	3	0.2
Cc1cccc(OCc2nnc(SCC(=O)N3CCCCC3)o2)c1	-2	-1	-1.0	-3	-12	-2	8	-17	-0.6
CCOC(=O)C1CCCN(C(=O)c2ccc3c(c2)CCO3)CC1 (stereo not given)	2	12	-1.3	-3	0	5	2	7	-0.3
CN1CCN(S(=O)(=O)c2cccc(C(=O)NC3CCCc4ccccc43)c2)CC1 (stereo not given)	2	-5	-0.6	-3	-2	-5	-4	18	0.4
COc1cccc(NC(=O)COC(=O)CCn2c(C)csc2=O)c1	-2	-3	-0.6	-2	9.2*	-4	-7	4	-0.1
O=C1C2CCCN2c2ccc(S(=O)(=O)N3CCOCC3)cc2N1Cc1ccccc1F (stereo not given)	6	-3	·	1	1	-1	-20	-5	0.5
CC(OC(=O)CCc1nc2ccccc2c(=O)[nH]1)C(=O)Nc1ccc2c(c1)OCO2 (stereo not given)	-1	-7	-1.0	-4	-2	6	2	1	1.3
C=CCn1c(N)c(C(=O)NCc2ccco2)sc1=S	-2	29	2.9	-8	-4	-5	-14	8	-0.3
COc1ccc(NC(=O)CNc2ccccc2N2CCCC2=O)cc1S(=O)(=O)N1CCOCC1	2	6	0.4	-5	-3	3	-10	4	0.5
CCN(C(=O)CSc1ncccc1C(=O)OC(C)C)c1cccc(C)c1	-3	12	0.9	-4	-2	3	7	-6	0.4
CCCc1ccc(O)c(N=Cc2cc(Br)cc(OCC)c2O)c1	-5	-10	1.1	25	-4	-17	-112	32	0.0
COc1cccc(NC(=O)CN(C)C(=O)c2cc(-c3ccccc3)nn2-c2ccccc2)c1	-1	4	-0.1	4	-8	0	-24	-17	-0.5
CC(NC(=O)NC(=O)c1cccc(Cl)c1)c1ccccc1 (stereo not given)	-4	1	0.3	9	-3	3	4	2	-0.6
CC1(C)Cc2ccccc2C2=NNC(=O)C2=N1	-5	19	0.2	-5	-4	-1	16	0	-1.0
O=C(O)c1ccc(O)c2ncccc12	6	-8	0.6	-7	0	-1	-12	-5	-0.6
CCOC(=O)c1ccc(N/C=C/C(=O)c2ccc(OC)c(OC)c2)cc1	7	-10	0.0	17	-2	-1	12	-11	-0.8
CC(=O)C[C@H]1c2cc(F)ccc2S(=O)(=O)N1c1ccc(N(C)C)cc1	4	-4	0.3	-7	-1	4	20	14	-0.4
CCN1CCN(CNC(=O)c2cnccn2)CC1	0	5	-0.2	-3	-3	-10	2	-11	-0.7
Cc1nc(-c2ccc(Cl)cc2)sc1C1(C)CC(c2ccc([N+](=O)[O-])cc2)=NO1 (stereo not given)	-2	17	1.8	17	-2	-4	-4	10	-0.3
Cc1cc(C)cc(N(C(=O)CNC(=O)c2ccco2)C(C(=O)NC2CCCCC2)c2ccncc2)c1 (stereo not given)	-1	1	0.5	-1	-4	-3	22*	3	-0.2
CC1CCN(S(=O)(=O)c2cc(F)ccc2CN2C(=O)c3cccnc3C2=O)CC1	3	-13	0.4	8	1	-1	-4	6	0.4
CC1CCC(NC(=O)COC(=O)C2CC3CCCC(C2)C3=O)CC1 (stereo not given)	2	-11	-0.7	-6	-1	3	-2	7	-0.3
CC(=O)c1cc2c(cc1NC(=O)CSc1nc3ccc(C)cc3[nH]1)OCO2	-1	-102	0.6	14	-5	-8	-12	17	1.0
COc1ccc(-c2nnc(SCC(=O)N3CCC(Cc4ccccc4)CC3)o2)cc1OC	4	2	-1.0	19	-3	-3	-9	-4	0.1
CC1CC(C)CN(C(=O)COC(=O)/C=C/c2cccc([N+](=O)[O-])c2)C1 (stereo not given)	1	-16	0.5	9	-8	5	6	-2	-0.6
Cc1ccc(Nc2cc(C)nc(NCc3ccccc3)n2)cc1	-12	-4	-1.3	-5	-8	1	-7	6	-0.4
NS(=O)(=O)c1ccc(NC(=S)NC(=O)c2cccs2)cc1	-2	31	0.4	-7	-3	1	3	0	-0.3
COc1ccc(C(c2c(NC(=O)c3ccccc3)sc(C)c2C)N2CCN(CCO)CC2)cc1 (stereo not given)	2	7	-0.7	-7	-4	-3	-5	-7	0.2
O=C1C2CC=C(Cl)CC2C(=O)N1CCC[n+]1cccc2ccccc21 (stereo not given)	-1	-6	2.1	-14	1	-3	8	3	-0.4
O=S(=O)(c1ccc(Cl)cc1)n1c(Cc2ccccc2)nc2ccccc21	8	-11	-0.1	-6	-3	-2	-2	13	1.1
NC(=O)[C@@H]1CCCN1C(=O)c1cc(COc2ccc(F)cc2F)on1	1	0	-0.3	-4	2	3	13	6	-0.2
Cc1nc(NC(=O)/C=C/c2ccccc2)sc1C(=O)N1CCCCC1	1	-1	4.5	-7	-9	2	5	2	-0.1
Cc1ccc(C2=CSC3=NCCN23)cc1	0	-24	-0.5	-123	-2	8	-1	-21	-0.6
O=C1C[C@@H](c2ccccc2)Oc2cc(O)cc(O)c21	-1	6	2.2	-6	-4	-9	13	15	0.1
CCOc1ccc(Cl)cc1S(=O)(=O)n1cnc2ccccc21	3	-8	1.2	14	-4	-4	6	-9	-0.1
O=C(COc1ccccc1-c1ccccc1)NCc1ccco1	0	-2	-1.0	9	-5	-10	-14	5	0.3
COc1ccc(-c2cc(CCCC(=O)NCCc3cc(OC)ccc3OC)no2)cc1	9	8	-0.4	9	-8	3	-3	3	-0.8
Cn1c(CCCNC(=O)c2ccccc2)nc2ccccc21	1	12	0.0	-8	0	-1	16	2	-0.3
CS(=O)(=O)Nc1ccc(C(=O)Nc2ccc(S(=O)(=O)N3CCCCC3)cc2)cc1	-1	2	-0.8	1	-5	2	6	13	-0.2
CCCC1=C(C(=O)OCC)C(c2ccc(NC(C)=O)cc2)NC(=O)N1 (stereo not given)	12	0	-0.1	-5	-9	2	2	-12	-1.2
O=C(NCc1cccnc1)c1cc(C2CCCN(S(=O)(=O)c3cccc4cccnc34)C2)on1 (stereo not given)	0	0	0.8	-8	-4	-2	1	1	-0.5
Oc1cccc(/C=N/NC(=S)Nc2cccnc2)c1O	-1	25	3.4	-6	-4	0	-28	-5	0.4
Cc1ccc([N+](=O)[O-])cc1S(=O)(=O)Nc1ccc(OCC(=O)N2CCOCC2)cc1	1	11	-0.5	-4	0	2	10	-8	-0.3
CC(C)CSc1n[nH]c(N)n1	4	-23	0.1	-6	-2	2	-7	2	-0.5
O=Cc1cc2ccccc2nc1SCCCF	2	8	-0.8	7	-4	5	-10	8	-0.5
CC1(C(=O)NCc2ccccc2)CN(S(C)(=O)=O)CC(=O)N1Cc1cccc(C(F)(F)F)c1 (stereo not given)	5	·	-0.4	·	·	·	14	7	-0.5
Cc1ccc(Nc2nc(N)nc(CN3CCc4ccccc4C3)n2)cc1	2	4	-0.9	1	-1	-3	0	10	0.4
COC(=O)/C=c1\sc2ncnn2c1=O	1	37	0.2	-6	-1	2	13	3	-0.1
Cc1ccc(C)n1CCN1CCN(C(=O)c2ccco2)CC1	-1	-7	-1.6	-7	-3	-11	-14	-8	-0.6
NC(=S)Nc1cccc2cccnc12	1	13	0.0	-6	3	-1	12	-10	-0.7
